From PubChem
Rev-erbA mod – modulators of Rev-erb alpha DNA binding, primary screen, biochemical, FITC-DNA, fluorescence polarization, uHTS; Nuclear receptor subfamily 1 group D member 1 (Homo sapiens), P20393; Rev-erbα–FITC-DNA binding, 90 min; activity, % at 10 µM; 0.79% of 370,000 active;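 active means activity above about 14%, limit read from the data; passing the limit was not always enough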;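 further: 0% = DMSO wells with 35 nM protein and 100% = DMSO wells with 750 nM protein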
rCAG RNA binder – binders of r(CAG) RNA repeats, primary screen, biochemical, fluorescence; 1.3% of 370,000 active; inhibition, % at 3 µM; r(CAG) RNA repeat, TO-PRO-1 dye displacement fluorescence;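 active means inhibition above the plate cutoff, the mean of all test compounds on that plate plus 3 SD, cut at about 35% in these data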;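 further: 0% = DMSO alone and 100% = 100 µM mitoxantrone as full dye displacement; higher means more dye released from RNA so lower well fluorescence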
TCR-CD3 inh – inhibitors of human TCR-CD3 interaction, primary screen, biochemical, fluorescence, TAMRA-labeled TCR probe; inhibition, % at 9.4 µM; AID 651800, 2012; 0.37% of 360,000 active; T-cell receptor (TCR); in the data active means inhibition above about 19%;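 further: recombinant mutant TCR 2C K166C tagged with TAMRA read by polarization; 0% = receptor in buffer alone and 100% = receptor with positive control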
UHRF1 binding – UHRF1 methylated DNA binding inhibitors, primary screen, counter-screen for MBD2 inhibitor project, biochemical, TR-FRET, human UHRF1, single concentration | E3 ubiquitin-protein ligase UHRF1 (Homo sapiens), Q96T88 | UHRF1 binding to methylated oligo | inhibition, % at 4.4 µM | 0.75% of 370,000 active; in the data active means inhibition above about 21%;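 further: UHRF1 SRA domain binding a hemimethylated CpG hairpin DNA probe; 0% = median of test compound wells and 100% = reference inhibitor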
PRMT1 inh – PRMT1 methyltransferase inhibitors, primary screen, biochemical, fluorescence polarization. recombinant PRMT1, activity-based probe fluorescence polarization. 1.3% of 370,000 active. inhibition, % at 2.79 µM. AID 652257, 2013. Protein arginine N-methyltransferase 1 (Homo sapiens), Q99873;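 active means inhibition above about 21% made by adding two undisclosed values, limit read from the data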
Target sequence (Q99873 whole entry, looked up): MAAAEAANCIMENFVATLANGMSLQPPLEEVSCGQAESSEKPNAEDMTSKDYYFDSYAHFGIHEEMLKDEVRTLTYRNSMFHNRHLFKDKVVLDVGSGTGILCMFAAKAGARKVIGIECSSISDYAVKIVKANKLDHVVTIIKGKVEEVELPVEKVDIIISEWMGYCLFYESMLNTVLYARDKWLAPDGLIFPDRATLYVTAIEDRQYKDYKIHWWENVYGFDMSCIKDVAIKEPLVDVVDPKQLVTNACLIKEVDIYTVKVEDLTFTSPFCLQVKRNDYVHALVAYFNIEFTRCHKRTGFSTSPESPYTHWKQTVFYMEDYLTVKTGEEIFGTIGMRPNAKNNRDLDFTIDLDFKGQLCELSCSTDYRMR
PG9 binder – binders of HIV-1 gp120 antibody PG9, primary screen, biochemical, TR-FRET; TR-FRET gp120-PG9 antibody binding; inhibition, % at 6.7 µM; 0.43% of 360,000 active; HIV-1 gp120 / PG9 antibody interaction; AID 624416, 2012; in the data active means inhibition above about 8.5%
HTRA1 inhibitor – HTRA1 serine protease inhibitors, primary screen, biochemical, fluorescence polarization, HTS | Q92743 | recombinant HTRA1, FP-rhodamine activity-based probe | inhibition, % at 5.96 µM | 0.5% of 340,000 active | AID 504803, 2011; in the data active means inhibition above about 36%;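 further: 0% = enzyme with DMSO and 100% = wells lacking enzyme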
ABHD4 inh – ABHD4 inhibitors, primary screen, biochemical, fluorescence polarization, mouse; purified mABHD4, FP-Rh probe fluorescence polarization; inhibition, % at 8.92 µM; 0.54% of 370,000 active;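 active means inhibition exceeding the mean over every tested compound plus 3 SD, cut at about 30% in these data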;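 further: 0% = plate median of compound wells and 100% = S159A mutant with DMSO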
Target sequence (Q8VD66 whole entry, looked up): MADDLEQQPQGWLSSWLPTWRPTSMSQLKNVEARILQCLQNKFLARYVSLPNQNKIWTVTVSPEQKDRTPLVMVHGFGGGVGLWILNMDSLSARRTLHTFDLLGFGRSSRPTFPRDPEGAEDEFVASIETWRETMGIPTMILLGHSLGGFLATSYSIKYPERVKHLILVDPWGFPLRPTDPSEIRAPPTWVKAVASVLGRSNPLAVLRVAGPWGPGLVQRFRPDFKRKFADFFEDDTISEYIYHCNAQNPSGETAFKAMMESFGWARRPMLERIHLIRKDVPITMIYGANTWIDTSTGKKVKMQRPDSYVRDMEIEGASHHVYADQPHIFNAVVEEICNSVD
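Assay system: Wild-type mouse ABHD4 protein | Medium: HEPES pH 7.0 buffer, 150 mM NaCl, 0.01% Pluronic F-127 | Incubation: Enzyme–compound pre-incubation 45 min, then probe 60 min, both 25 °C | Technique: Fluorescence polarization with parallel and perpendicular emission, 525/598 nm | Evaluation: % inhibition of FP-Rh probe binding versus controls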
MBD2 DNA inh – inhibitors of MBD2 binding to methylated DNA, primary screen, biochemical, TR-FRET, DNA-binding domain, human | Methyl-CpG-binding domain protein 2 (Homo sapiens), Q9UBB5 | MBD2 binding to methylated oligonucleotide | inhibition, % at 4.4 µM | 0.31% of 370,000 active | AID 686964, 2013; in the data active means inhibition above about 13%
LEDGF integ inh – blockers of LEDGF/p75-dependent integrase strand transfer – biochemical, TR-FRET, high throughput, primary screen; HIV-1 integrase (with human LEDGF/p75); TR-FRET IN-LEDGF/p75 DNA integration, Eu/Cy5; AID 743269, 2014; 0.64% of 370,000 active; inhibition, % at 3.7 µM;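 active means inhibition above the screen-wide mean plus 3 SD, cut at about 13% in these data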;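 further: signal is the Cy5 over europium emission ratio at 671 and 618 nm; 0% = plate median of compound wells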
An asterisk follows results filed as active; / = not tested or not shown. Only part of the results is shown, so the mix of outcomes need not match the whole.

molecule,PG9 binder,Rev-erbA mod,PRMT1 inh,TCR-CD3 inh,rCAG RNA binder,LEDGF integ inh,ABHD4 inh,HTRA1 inhibitor,UHRF1 binding,MBD2 DNA inh
CC(C)C(NC(=O)c1c(F)cccc1F)C(=O)OCN1C(=O)c2ccccc2C1=O (stereo unspecified),-0.6,-2,0,1,-2,3,-2,-3,-1,2
COCCNC(=O)C(C)N1c2cccc3cccc(c23)S1(=O)=O (stereo unspecified),-0.6,2,-2,5,0,-1,4,3,-3,-6
CC[C@]12c3[nH]c4cc(CCC(=O)N(C)C)ccc4c3CCN1C(=O)[C@@H](CC(=O)NCC13CC4CC(CC(C4)C1)C3)C[C@@H]2C(=O)N1CCN(C(=O)c2ccco2)CC1,0.4,3,1,-5,9,3,2,-5,-4,-1
CC(C)(C)C1=Nn2c(nnc2-c2ccccn2)SC1,-0.5,1,3,13,2,2,-3,0,3,0
Cc1ccnc(NS(=O)(=O)c2ccc(NC(=O)Cc3ccc(Br)cc3)cc2)n1,-2.5,2,-5,7,19,1,2,-9,1,-3
O=C(c1ccc(=O)[nH]n1)N1CCc2ccccc2C1,-0.1,1,-1,7,3,7,-4,5,1,-3
COc1ccccc1CNC(=O)C1CCC(=O)N(CCCc2ccccc2)C1 (stereo unspecified),-1.5,-1,-3,-3,-7,3,-8,0,-2,-3
Cc1ccc(NC2OC(C(O)CO)C(O)C2O)cc1[N+](=O)[O-] (stereo unspecified),-0.2,3,-1,9,2,1,3,0,-2,3
COc1cccc(N2CCN(C(=O)c3ccc(CS(=O)Cc4ccc(Cl)cc4)o3)CC2)c1 (stereo unspecified),-1.8,1,0,2,-4,0,5,-2,2,1
CN(C)c1ccc(/C=c2\sc3n(c2=O)CCCN=3)cc1,-18,27*,-15,-1,-6,-2,0,5,-54,-23
CCOc1ccc(C2c3[nH]c4ccccc4c3C[C@H]3C(=O)N(C4CC4)CC(=O)N23)cc1OC (stereo partly specified),2.3,-3,-7,4,1,-1,-2,-2,1,1
Cc1cc(C(=O)CCC(=O)N2CCN(c3ccccc3F)CC2)c(C)s1,0.5,-2,-5,-1,-5,1,-1,-1,-1,-2
CCn1c(=O)n2n(c1=O)[C@@]1(C=C3CCCC[C@H]32)N=C(NC(=O)c2ccccc2)N(Cc2ccccc2)[C@H]1Cc1ccccc1,/,-10,-1,/,/,2,6,/,1,-3
Nc1nc(-c2cc(Cl)cc(Cl)c2OC(F)F)cs1,0.6,0,1,-3,-3,6,-1,-10,4,-1
Cc1cc(C)cc(C(=O)OCCN2CCN(C3CN(Cc4cn(Cc5ccccc5F)nn4)S(=O)(=O)C3)CC2)c1 (stereo unspecified),/,0,-1,/,3,-1,-3,/,15,8
CCOC(=O)c1sc(NS(=O)(=O)c2ccc(C)cc2)nc1C,-1.4,4,-1,-3,30,6,-4,-1,-1,-3
COCC1CCCN(C(=O)c2cc(COc3cncc(Cl)c3)on2)C1 (stereo unspecified),1.3,0,4,-5,-5,-1,-2,2,1,-5
Fc1cccc(Cc2c(C3CCCCC3)nc3ccc(Cl)cn23)c1,0.6,-2,1,7,10,-2,-8,/,6,4
Cc1nn(-c2ccccc2)c(C)c1/C=N/NC(=O)CSc1nnc(SCc2ccc(Cl)cc2)s1,-0.8,5,0,16,9,4,-32,-50,-6,-1
CCC1CCCCN1C(=O)COc1ccc(S(=O)(=O)N2CCOCC2)cc1Cl (stereo unspecified),-1.3,-1,-2,7,0,-2,-1,8,0,-3

Next structures follow.
molecule,PG9 binder,Rev-erbA mod,PRMT1 inh,TCR-CD3 inh,rCAG RNA binder,LEDGF integ inh,ABHD4 inh,HTRA1 inhibitor,UHRF1 binding,MBD2 DNA inh
COc1ccc(NC(=O)CC2(CC(=O)O)CCCC2)cc1,-0.5,-1,0,3,1,-2,3,2,0,-3
Cc1cc(-c2cc(-c3ccc(Cl)cc3)on2)nc(NC2CCCC2)n1,0.1,-4,-4,-1,1,-3,6,-1,1,-5
COc1ccc(-c2noc(CN(C)S(=O)(=O)c3ccc(Cl)cc3)n2)cc1OC,-0.8,4,1,-2,-1,1,-1,-1,1,0
COc1cccc(CN(C)C(=O)c2cc(-c3ccc(OC)c(OC)c3)nc3ccccc23)c1,2.1,8,6,1,-1,-2,-18,-27,4,0
CCOC(=O)C1=C(C)c2ccccc2OC1(CC)C(=O)OCC (stereo unspecified),0.1,5,-1,4,1,0,7,7,0,0
Cn1cc([C@]2(O)C(=O)Nc3ccc(OC(F)(F)F)cc32)c2ccccc21,0.4,-1,-1,1,1,0,-1,/,0,-2
COCc1[nH]nc2c1C(c1ccnc3ccccc13)C(C#N)=C(N)O2 (stereo unspecified),-1.2,-4,0,13,-2,0,0,2,-6,1
CCOc1ccccc1N1CCN(C(=S)NC(=O)C23CC4CC(CC(C4)C2)C3)CC1,0.9,-3,-1,5,1,1,7,-2,0,-2
CN(C)/C=C1\C(=O)NN=C1C(F)(F)F,-2.1,-5,-2,-1,5,-2,2,4,7,-2
Clc1ccccc1C1CC(c2ccccc2)Nc2ncnn21 (stereo unspecified),-1.4,3,5,-3,-5,-1,-4,-4,-2,7
CN(Cc1ccccc1F)C(=O)c1ccc(NS(=O)(=O)c2ccc3[nH]c(=O)[nH]c3c2)cc1,2.2,4,4,-5,5,0,-8,-6,1,1
O=C(Cn1cnc2ccccc2c1=O)N1CCOCC1,-2.3,-2,2,10,0,2,0,-1,0,0
O=S(=O)(Cc1ccccc1Cl)NCCOc1ccccc1,-2.2,-2,-3,-1,-5,3,-1,0,-1,4
COc1ccccc1CN1C[C@@H]2C[C@@H](c3ccc(C)c(C)c3)N3CCC[C@@]23C1=O,-1.6,2,0,-4,-4,0,0,0,-2,3
CCCCCCCCN1C(=O)[C@@H](CC(=O)NCc2ccc(OC)c(OC)c2)C[C@@]2(C(=O)OC)C1=C[C@H](C(C)C)O[C@@H]2C1CC1,/,3,3,/,7,4,-8,/,-2,-6
CN(CCc1ccccc1)C(=O)c1cccc(NC(=O)Cc2cccc(NC(=O)C3CCCN(S(=O)(=O)c4cccc([N+](=O)[O-])c4)C3)c2)c1 (stereo unspecified),-0.6,8,-1,1,19,-2,-38,-33,-1,3
O=C(CCn1c(=O)sc2ccccc21)Nc1cccnc1,0.6,2,3,7,1,-2,1,5,0,-3
O=C(CN1CCCc2ccccc21)NCc1ccc(Cl)cc1,/,0,10,/,5,-2,-3,/,2,7
COCCN1CCN(C(=O)c2ccc3nc(Cc4ccc(OC)c(OC)c4)oc3c2)CC1,-0.9,-3,0,2,-3,1,1,4,0,1
C=C1CCC[C@]2(C)C[C@H]3OC(=O)C(CNCC(OC)OC)[C@H]3CC12 (stereo partly specified),-0.8,-4,-3,-5,-1,-4,-1,4,-1,2

(next part)
molecule,PG9 binder,Rev-erbA mod,PRMT1 inh,TCR-CD3 inh,rCAG RNA binder,LEDGF integ inh,ABHD4 inh,HTRA1 inhibitor,UHRF1 binding,MBD2 DNA inh
COc1ccc(-c2cc(=Nc3ccc(C)cc3)c3ccccc3o2)cc1,6.5,3,1,-3,0,-2,-9,-4,5,-1
CC(C)=CCN1CCC(n2nccc2NC(=O)c2ccccc2Cl)CC1,-4.0,5,-1,-1,0,2,-2,-3,3,3
CCCC1CCC2(CC1)CCC2OC(=S)Nc1ccc(Cl)cc1 (stereo unspecified),/,-1,-2,/,/,-1,-11,/,-3,3
c1ccc(-c2cnc(-c3ccccn3)nn2)cc1,-0.2,2,-2,0,0,0,6,8,-1,-2
Cn1cnnc1SCC(=O)NCCc1ccc(Cl)cc1Cl,-1.2,-1,1,-6,-1,-4,5,-4,1,1
Cc1ccnc(NC(=O)CCNC(=O)c2ccc(Br)cc2)c1,-0.6,6,-6,2,2,2,-5,8,0,-2
CCCC(=O)Nc1cc(-c2nc3ncccc3o2)ccc1C,0.9,-2,2,-1,-1,1,3,6,1,-4
COC(=O)c1ccc(NC(=S)NCCc2ccccc2)cc1,-0.4,4,2,-3,7,1,-13,-9,7,7
COc1ccc(C(=O)OCC(=O)N2CCN(S(=O)(=O)c3ccc(C)cc3)CC2)cc1[N+](=O)[O-],1.0,-1,0,-10,4,-11,2,-1,2,3
Cc1cc(C)cc(-n2c(C)cc(/C=N/NC(=O)c3ccncc3)c2C)c1,0.2,2,3,-2,-1,-4,8,3,-1,1
CC(=O)C1=C(c2ccccc2)NC(=S)NC1c1cc(Cl)c(OC(C)C)c(Cl)c1 (stereo unspecified),2.2,1,-2,-9,3,-3,-17,-41,-3,-5
O=C(c1cc2c(s1)CCC2)N1C(=O)c2ccccc2S1(=O)=O,4.4,-2,-2,4,2,0,4,0,-1,-4
CCSc1nc2ccccc2n1Cc1cccc([N+](=O)[O-])c1,1.6,1,3,-2,-5,0,-3,-10,0,0
CCC(=O)NNc1ncnc2c1cnn2C,-0.2,2,-3,0,0,3,2,1,-2,-1
Cc1cc(C)cc(NC(=O)CSc2nc(N)c(NC(=O)c3ccc(Br)o3)c(=O)[nH]2)c1,-1.7,-2,3,0,8,0,-2,-4,-2,-1
COc1cccc(OC)c1C(=O)Nc1ccc(N2CCN(C(=O)c3ccco3)CC2)cc1,-3.2,1,0,7,2,-4,12,7,0,-4
O=C1CC(N2CCN(c3ccccn3)CC2)C(=O)N1c1ccc(Cl)cc1 (stereo unspecified),1.6,-3,11,-6,-2,-7,2,1,0,-3
CCn1c(SCC(=O)NC2CCCC2)nnc1-c1ccoc1C,0.8,-1,4,-1,2,-4,0,-1,3,1
CCNC(=O)NC(=O)CSc1ccccc1F,-0.5,5,2,1,0,2,-1,5,11,0
CC(=O)Nc1ccc(S(=O)(=O)NC2=NCN(c3cccc([N+](=O)[O-])c3)CN2)cc1,-1.3,-3,0,1,3,1,6,11,-1,2

Continuation.
molecule,PG9 binder,Rev-erbA mod,PRMT1 inh,TCR-CD3 inh,rCAG RNA binder,LEDGF integ inh,ABHD4 inh,HTRA1 inhibitor,UHRF1 binding,MBD2 DNA inh
Cc1ccc(CSc2ccc3nnc(-c4ccccn4)n3n2)cc1,-0.3,2,1,0,-3,4,1,5,2,-4
O=c1c2ccccc2nnn1CSc1nc2ccccc2c(=O)n1Cc1ccco1,3.2,-1,1,-7,-2,-1,-4,-2,-2,-6
O=C(CSc1n[nH]c(=O)n1C1CC1)Nc1ccc(Cl)c(Cl)c1,0.5,-1,-5,5,6,0,-7,-12,-3,-6
O=C(COc1ccc(Br)cc1F)NC1CC1,-0.3,-5,-4,1,0,5,-1,-1,0,6
C=CCNC(=O)NC(=O)COC(=O)/C=C/c1cccc([N+](=O)[O-])c1,2.7,-5,-8,3,-1,5,-17,5,-1,1
